Assay outcomes as filed in PubChem BioAssay.
mIDH1 inhibitor = inhibitors of human mutant IDH1 R132H; 390,000 tested, 0.093% active; IDH1-R132H enzyme, NADPH consumption, diaphorase/resazurin fluorescence; Potency, µM (highest dose often 76.6 µM), for inactives: at the highest dose activity change, negative = inhibition, usual class: inhibitors; O75874; further: potency means the concentration at half of the fitted maximal effect; on the % scale 0 is the no-effect control and ±100 the full control effect; nearly all actives have a fitted effect of over 65% in size
Target sequence (O75874 whole entry R132H, stated change not applied): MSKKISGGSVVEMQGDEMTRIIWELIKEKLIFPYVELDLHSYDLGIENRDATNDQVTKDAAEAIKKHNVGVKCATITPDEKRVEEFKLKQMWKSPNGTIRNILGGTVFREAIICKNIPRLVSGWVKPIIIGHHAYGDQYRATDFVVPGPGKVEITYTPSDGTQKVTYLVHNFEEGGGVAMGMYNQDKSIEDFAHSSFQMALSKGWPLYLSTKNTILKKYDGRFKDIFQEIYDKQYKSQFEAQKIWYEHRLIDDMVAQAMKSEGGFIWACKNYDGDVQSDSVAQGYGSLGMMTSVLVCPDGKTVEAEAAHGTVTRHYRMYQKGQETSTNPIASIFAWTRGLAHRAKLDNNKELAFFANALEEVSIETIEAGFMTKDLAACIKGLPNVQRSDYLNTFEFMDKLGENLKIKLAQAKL
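IDH1-R132H (0.5 ug/mL) preincubated 30 min with compound, then NADPH (0.016 mM) and alpha-KG (2 mM) added; 80 min at RT, pH 7.5. Remaining NADPH coupled via diaphorase/resazurin to fluorescence (540/590 nm); concentration-response curves normalized to no-enzyme control.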
USP1 inh = blocks the human USP1/UAF1 deubiquitinase complex. O94782. recombinant USP1/UAF1, Ub-Rhodamine cleavage fluorescence. Potency, µM (highest dose often 57.1 µM), for inactives: at the highest dose activity change, negative = inhibition, usual class: inhibitors. 390,000 tested, 0.23% active; further: potency means the concentration at half of the fitted maximal effect; on the % scale 0 is the no-effect control and ±100 the full control effect; nearly all actives have a fitted effect of over 60% in size; inactives centre near -12
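1 nM enzyme complex + cpd, 15 min RT; start with Ub-Rho 150nM final; kinetic fluorescence ex 480/em 540, 6 reads q60 s. Buffer 50mM HEPES pH 7.8, 0.5mM EDTA, 0.1 mg/ml BSA, 1mM TCEP, 0.01% Tween-20.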
Pin1 inh = inhibitors of human Pin1 | Pin1 FP peptide displacement, HiFluor488, 10 min | Potency, µM (doses to about 115 µM), without a hit: at the highest dose activity, negative = inhibition, hits mostly inhibitors | 390,000 tested, 0.009% active | AID 504891; active means well fitted inhibition curve with a large enough effect in the polarisation, with a control signal flat, not every such curve was filed as active; inconclusive means small, poorly fitted or top-dose-only effect, or effect the other way, or a change in a side signal; inactive means no such curve, though single readings can be large or run the other way; the % refers to the polarisation; further: potency means the concentration at half of the fitted maximal effect; on the % scale 0 is the no-effect control and ±100 the full control effect
Target sequence (Q13526 whole entry, looked up): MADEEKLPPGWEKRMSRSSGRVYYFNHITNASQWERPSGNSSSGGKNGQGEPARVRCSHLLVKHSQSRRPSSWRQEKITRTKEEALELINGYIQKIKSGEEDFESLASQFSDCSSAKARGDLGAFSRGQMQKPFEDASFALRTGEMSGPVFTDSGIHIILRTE
TRHR ag = activates the human TRH receptor | 360,000 tested, 0.18% active | AID 493084 | P34981 | activation, % at 2 µM | TRHR cells, calcium flux fluo-8, FDSS agonist mode; in the data active means activation above about 30%; further: 0% is about no effect
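Read-out: compound-evoked intracellular calcium rise in TRHR cells, fluo-8 dye, kinetic FDSS fluorescence at 1 s/cycle following a 10-cycle baseline. Cells cultured overnight before dye loading (30 min–1.5 h, RT).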
D2 ag = D2 dopamine receptor (human) agonism; P14416; HEK293 T-REx D2 cells, calcium flux agonist mode; activation, % at 2 µM; 340,000 tested, 0.53% active;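 active means activation over 3 SD above normal in the single-dose calcium agonist read, cut at about 30% in these data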; further: 0% is about no effect
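Agonism is scored from calcium flux in a force-coupled, inducible HEK293 cell line expressing D2, read kinetically for 180 s after compound addition against dopamine controls.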
rTrxR1 inhibitor = blocks rat thioredoxin reductase 1; O89049; recombinant rTrxR1, NADPH fluorescence consumption, selenite substrate; Potency, µM (doses to about 114 µM), inactives show at the top dose activity change, negative = inhibition, actives largely listed as inhibitors; 390,000 tested, 1% active; AID 588453; further: potency means the concentration at half of the fitted maximal effect; on the % scale 0 is the no-effect control and ±100 the full control effect; nearly all actives have a fitted effect of over 65% in size
Target sequence (O89049 whole entry, looked up): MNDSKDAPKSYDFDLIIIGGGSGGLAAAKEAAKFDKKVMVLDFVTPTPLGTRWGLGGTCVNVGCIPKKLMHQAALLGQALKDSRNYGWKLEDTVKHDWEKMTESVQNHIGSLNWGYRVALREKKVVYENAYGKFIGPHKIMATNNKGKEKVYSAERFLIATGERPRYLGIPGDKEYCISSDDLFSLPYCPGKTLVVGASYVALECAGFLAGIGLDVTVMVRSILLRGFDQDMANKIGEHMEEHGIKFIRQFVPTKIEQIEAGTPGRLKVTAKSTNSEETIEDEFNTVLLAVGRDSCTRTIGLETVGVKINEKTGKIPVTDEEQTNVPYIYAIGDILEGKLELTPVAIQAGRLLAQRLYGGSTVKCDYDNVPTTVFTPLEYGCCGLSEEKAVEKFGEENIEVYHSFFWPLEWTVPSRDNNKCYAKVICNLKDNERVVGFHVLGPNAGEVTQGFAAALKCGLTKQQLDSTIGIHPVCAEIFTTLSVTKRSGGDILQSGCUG
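Rat TrxR1 (90 nM in the dispensed reagent) was pre-reduced with 400 uM NADPH for 5 min at room temperature, then incubated with compound for 15 min. After 400 uM selenite was added, NADPH fluorescence (Ex 340/Em 450 nm) was followed for 8 min.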
TrxR1 substrate = rat thioredoxin reductase 1 substrate activity; O89049; purified TrxR1 substrate turnover, NADPH consumption readout; Potency, µM (series often up to 114 µM), inactives show top-dose activity change, negative = substrate turnover; 390,000 tested, 0.01% active; AID 588456; further: potency means the concentration at half of the fitted maximal effect; on the % scale 0 is the no-effect control and ±100 the full control effect; nearly all actives have a fitted effect of over 50% in size
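Rat TrxR1, dispensed at 90 nM, was prereduced with 400 uM NADPH (final) for 5 min at ~22 deg C, then incubated with compound 15 min before 400 uM selenite. A first-read NADPH fluorescence drop versus no-compound background flagged substrates.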
TRHR PAM = allosteric enhancers of human TRH receptor | TRHR cells, fluo-8 calcium fluorescence, EC20 TRH enhancement | enhancement, % at 2 µM | 360,000 tested, 0.66% active; in the data active means enhancement above about 30%; further: 0% is about no effect
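Enhancer read-out: after compound pinning and an initial kinetic agonist-mode read, an EC20 of TRH (10 nM final) was injected and fluo-8 calcium signal (Ex 480/Em 530) followed at 1 s/cycle for 100 cycles in TRHR-expressing cells.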
D2 antag = antagonists of human D2 dopamine receptor. P14416. HEK293 TREx D2 cells, calcium flux, dopamine EC80. inhibition, % at 10 µM. 340,000 tested, 2% active; in the data active means inhibition above about 30%; further: 0% is about no effect
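Compounds are added to dye-loaded, induced HEK293 T-REx cells coupled to calcium release via D2; after a 3 min kinetic read an EC80 dopamine stimulus is given and fluorescence is recorded for 3 more min.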
Starred values were filed as active, the others as inactive; ? = inconclusive; / = not tested or not shown; [ ] = another dose, or the depositor's remark. Unless noted, the call rests on the fitted dose curve; in most records, active means well fitted inhibition curve with a large enough effect; inconclusive means small, poorly fitted or top-dose-only effect; inactive means no such curve, though single readings can be large or run the other way. An excerpt (hit frequency here may not be typical).

The opening two compounds as a preview:
SMILES	mIDH1 inhibitor	USP1 inh	Pin1 inh	TRHR ag	D2 ag	rTrxR1 inhibitor	TrxR1 substrate	TRHR PAM	D2 antag
O=c1c2ccccc2[nH]c(=S)n1-c1cccc(S(=O)(=O)N2CCCC2)c1	16%	1%	10%	0.4	0.3	?	5%[57.1 µM]	7	3
Cc1ccc(NC(=O)CN(C)CC(=O)NC2CCCc3ccccc32)cc1 (stereo not given)	4%	0%	0%	-0.9	-1.6	3%	-9%	-5	6

The list itself, repeating the preview:
SMILES	mIDH1 inhibitor	USP1 inh	Pin1 inh	TRHR ag	D2 ag	rTrxR1 inhibitor	TrxR1 substrate	TRHR PAM	D2 antag
O=c1c2ccccc2[nH]c(=S)n1-c1cccc(S(=O)(=O)N2CCCC2)c1	16%	1%	10%	0.4	0.3	?	5%[57.1 µM]	7	3
Cc1ccc(NC(=O)CN(C)CC(=O)NC2CCCc3ccccc32)cc1 (stereo not given)	4%	0%	0%	-0.9	-1.6	3%	-9%	-5	6
COC(=O)CCCCCNC(=S)Nc1ccc2[nH]c(=O)[nH]c2c1	10%	-14%	-9%	0.2	-0.5	0%	6%	-3	4
Cc1ccc2c(CN3CCN(C(=O)c4ccc(Br)cc4)CC3)cc(=O)oc2c1	-6%	-9%	19%	-0.9	-0.7	9%	2%	1	/
Cc1cc(C)c(NC(=O)CNC(=O)CNC(=O)C2CCCCC2)c(C)c1	-2%	-9%	3%	0.5	0.3	22%	-1%	4	7
O=C(c1cccc(Cl)c1)N1CCCC(C(=O)N2CCCCCC2)C1 (stereo not given)	5%	-12%	-1%	-1.1	-0.4	-9%	-12%	3	-12
Nn1c(Cc2ccccc2)nc2sc3c(c2c1=O)CCC3	-17%	-6%	0%	-1.6	-0.1	31%	2%	-6	-4
COC(=O)[C@@]12CCCCN1[C@H](c1ccc(-c3ccc(Cl)c(Cl)c3)c(OC)c1)[C@H]1C(=O)N(C)C(=O)[C@H]12	3%	-26%	4%	/	/	7%	-2%	/	/
COc1ccc(Cl)cc1NC(=O)CN1Cc2ccccc2C1=O	-6%	1%	-4%	0.3	0.5	11%	-4%	-2	/
Cc1ccc(-n2nc3c(N4CCC(C(=O)NCc5ccccc5C)CC4)nnc(C)c3c2C)cc1	0%	-14%	56%[activator]	-0.7	/	31%[57.1 µM]	-6%[57.1 µM]	-4	/
O=C(Cc1ccc([N+](=O)[O-])cc1)Nc1ccc(C(=O)N2CCOCC2)cc1	3%	-29%	2%	1.3	0.3	-2%	-7%	0	1
CC(C)OC(=O)CCC(=O)Nc1ccc(F)cc1	-1%	-16%	-3%	0.0	1.6	12%[11.4 µM]	-8%[57.1 µM]	14	9
COc1ccc(Cc2nc3ccc(C(=O)N4C[C@@H](C)O[C@@H](C)C4)cc3o2)cc1OC	-7%	-24%	-1%	-0.4	0.3	3%	-1%	-3	1
Cc1ccc(CN2CCSc3ccc(C(=O)NCCCN4CCOCC4)cc32)cc1	-7%	-28%	-2%	0.5	/	10%	120%[activator]	-3	/
Cc1cc(NC(=O)C2CCCCC2)nc2c1c(=O)oc1ccccc12	7%	-18%	2%	0.3	0.0	4%	-2%	-3	7
COc1cccc2[nH]c3c(N4CCC(C(N)=O)CC4)ncnc3c12	8%	-3%	-7%	0.1	0.1	63%[activator][57.1 µM]	194%[activator][57.1 µM]	8	11
Cc1ccc(C)c(CN2C(=O)CSc3ccc(C(=O)NCCN4CCOCC4)cc32)c1	1%	-3%	3%	-0.7	0.4	21%[57.1 µM]	11%[57.1 µM]	0	5
Cc1ccccc1-n1nc2c(c1NC(=O)c1c(-c3ccccc3Cl)noc1C)CSC2	2%	-9%	13%	0.1	0.2	12%	2%	-7	3
Cc1cccc(N2C(=O)c3ccc(Br)cc3C2=O)n1	/	/	/	0.6	1.0	/	/	9	-5
COc1cc([C@H]2Oc3c(OC)cc(CCCO[C@@H]4O[C@H](CO)[C@@H](O)[C@H](O)[C@H]4O)cc3[C@@H]2CO)ccc1O	-3%	-8%	-4%	0.2	1.4	8%[57.1 µM]	10%	-3	1
O=S(=O)(c1ccc(OC(F)(F)F)cc1)N1CCCC(c2ccccc2)C1 (stereo not given)	-9%	-16%	-2%	3.6	2.2	24%	-4%	-14	0
CCN(CC)CCCNC(=O)c1cc2c(=O)n(C)c3ccccc3c2n1C	15%	-17%	2%	1.8	0.4	-3%[57.1 µM]	4%[57.1 µM]	6	-25
O=C(CSc1ccc2nnc(-c3cccnc3)n2n1)N1CCc2ccccc21	/	/	/	0.5	-0.1	/	/	0	17
COc1cccc(CN2CC(C(=O)NCCN3CCOC3=O)CCC2=O)c1 (stereo not given)	-2%	-15%	-5%	0.3	0.5	4%	-2%	3	-3
CCOC(=O)c1c(NC(=O)C2c3ccccc3Oc3ccccc32)sc(C(C)=O)c1C	-3%	-10%	3%	0.8	0.0	11%	0%	-13	2
COc1ccc(Nc2nnc(-n3nc(C)cc3C)c3ccccc23)cc1	-22%	-2%	5%	-1.1	-1.1	-6%	-10%	-2	/
O=C(CCN1C(=O)/C(=C/c2ccc(F)cc2)SC1=S)NNC(=O)c1ccncc1	-6%	-23%	5%	0.2	2.8	19%	5%	-5	16
CCOc1ccccc1C(=O)OCC(=O)Nc1ncc(C(F)(F)F)cc1Cl	5%	8%	23%	-0.2	0.4	11%[57.1 µM]	6%[57.1 µM]	22	-7
Clc1ccc(CSc2nncn2-c2ccc3c(c2)OCCO3)cc1	10%	-7%	-1%	-1.1	-0.1	21%[57.1 µM]	-2%[57.1 µM]	-5	-1
Cc1cccc(OCc2nnc(SCC(=O)N3CCN(c4ccccc4)CC3)o2)c1C	6%	-10%	9%	0.3	1.3	11%[57.1 µM]	4%[57.1 µM]	0	-19
O=c1cc2oc3cc(O)c(O)cc3c(-c3ccccc3[N+](=O)[O-])c-2cc1O	10%	?	44%[activator]	-0.8	0.6	-7%[57.1 µM]	-2%[57.1 µM]	9	31*
Cc1cc(C)c(NC(=O)Cn2c(=O)n(CCC(=O)NCc3ccc4c(c3)OCO4)c(=O)c3ccccc32)c(C)c1	3%	-7%	4%	-1.8	-0.5	30%	12%	11	/
CC(C)(C)c1ccc(S(=O)(=O)N2CCCCC2C(=O)NCc2ccccn2)cc1 (stereo not given)	-7%	-3%	-3%	-0.5	-1.9	21%[57.1 µM]	9%[57.1 µM]	2	11
O=C(NC(=S)Nc1ccccc1N1CCOCC1)c1ccc(-c2cccc(Cl)c2)o1	6%	-3%	0%	0.4	0.6	-3%	1%	-6	-4
N#C/C(=C/c1ccc(N2CCCCC2)o1)C(=O)Nc1ccc2ccccc2c1	-1%	34%[activator]	?	106*	106*	?	-10%	-14	47*
COc1ccc(/C=C/C2=NN(Cc3ccccc3)C(=O)CC2)cc1	0%	-18%	?	0.0	-0.2	-4%[57.1 µM]	-4%[57.1 µM]	-10	0
CCOC(=O)c1cnc2ccc(Br)cc2c1NCC(C)O (stereo not given)	20%	-21%	-1%	-0.1	-1.0	-19%	-6%	0	-7
COc1ccc(NS(=O)(=O)c2ccc(NC(=O)c3cnn4c(C(F)F)cc(-c5ccc(C)cc5)nc34)cc2)cc1	/	/	/	0.0	-0.7	/	/	0	-10
CC(NC(=O)c1sc2ncccc2c1-n1cccc1)c1ccccc1 (stereo not given)	-3%	?	-2%	-0.7	-0.5	30%[57.1 µM]	5%[57.1 µM]	-1	/
CCN1C(=O)c2ccccc2S(=O)(=O)c2ccc(C(=O)NC(C)C)cc21	7%	-23%	-7%	0.7	1.8	9%	-2%	53*	5

Some of these compounds in order of their number in TRHR ag, descending:
smiles	TRHR ag
N#C/C(=C/c1ccc(N2CCCCC2)o1)C(=O)Nc1ccc2ccccc2c1	106*
COc1ccc(/C=C/C2=NN(Cc3ccccc3)C(=O)CC2)cc1	0.0
CCOC(=O)c1cnc2ccc(Br)cc2c1NCC(C)O (stereo not given)	-0.1
CC(C)(C)c1ccc(S(=O)(=O)N2CCCCC2C(=O)NCc2ccccn2)cc1 (stereo not given)	-0.5
CC(NC(=O)c1sc2ncccc2c1-n1cccc1)c1ccccc1 (stereo not given)	-0.7
O=c1cc2oc3cc(O)c(O)cc3c(-c3ccccc3[N+](=O)[O-])c-2cc1O	-0.8

Compound profiles (already shown). Order of screens: mIDH1 inhibitor | USP1 inh | Pin1 inh | TRHR ag | D2 ag | rTrxR1 inhibitor | TrxR1 substrate | TRHR PAM | D2 antag
COc1ccc(/C=C/C2=NN(Cc3ccccc3)C(=O)CC2)cc1 as listed: 0% | -18% | ? | 0.0 | -0.2 | -4%[57.1 µM] | -4%[57.1 µM] | -10 | 0
N#C/C(=C/c1ccc(N2CCCCC2)o1)C(=O)Nc1ccc2ccccc2c1 as listed: -1% | 34%[activator] | ? | 106* | 106* | ? | -10% | -14 | 47*

Additional entries.
SMILES	mIDH1 inhibitor	USP1 inh	Pin1 inh	TRHR ag	D2 ag	rTrxR1 inhibitor	TrxR1 substrate	TRHR PAM	D2 antag
O=c1cc(-c2ccc(O)cc2)oc2ccc3ccccc3c12	-1%	-22%	?	-0.2	0.3	14%	6%	1	12
COC(=O)c1ccc(COC(=O)c2ccc(-n3cnnn3)cc2)o1	2%	-20%	-7%	-0.1	-0.7	11%	2%	4	-4
O=C(CCc1nc2ccccc2c(=O)[nH]1)Nc1ccc(N2CCCCC2)cc1	-4%	3%	4%	-0.3	-5.3	-6%	-7%	3	77*
Cc1coc2cc3oc(=O)c(CCC(=O)N4CCCCC4)c(C)c3cc12	14%	?	9%	1.7	0.9	7%	14%	-7	/
